# SKKanGAS inh – SKKanGAS growth inhibition | S. pyogenes SKKanGAS, kanamycin growth, BacTiter-Glo, 6 h | inhibition, % at 7.5 µM | 1.3% of 300,000 active;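 active = mean replicate score, as percent of positive control median, at least 50; inconclusive = mean below 50 but one replicate at or above 50; inactive = mean and every replicate below 50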;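 also: strain carries kanamycin resistance gene driven by streptokinase promoter and grows in 40 µg/ml kanamycin; loss of luminescence reflects streptokinase promoter inhibition or plain growth inhibition; 0% = median of DMSO wells and 100% = positive control at its reference dose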
# TRPC6 activator – activators of mouse TRPC6 channel; Q61143; B-score at 10 µM; HEK293-TRPC6 membrane potential dye fluorescence; hits give high values; AID 2550; 0.13% of 310,000 active;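 active = B-score of the integrated fluorescence ratio above library mean plus 3 SD, and starting fluorescence ratio within library mean plus 5 SD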;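 also: higher score means more depolarization so channel activation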
# Target sequence (Q61143 whole entry, looked up): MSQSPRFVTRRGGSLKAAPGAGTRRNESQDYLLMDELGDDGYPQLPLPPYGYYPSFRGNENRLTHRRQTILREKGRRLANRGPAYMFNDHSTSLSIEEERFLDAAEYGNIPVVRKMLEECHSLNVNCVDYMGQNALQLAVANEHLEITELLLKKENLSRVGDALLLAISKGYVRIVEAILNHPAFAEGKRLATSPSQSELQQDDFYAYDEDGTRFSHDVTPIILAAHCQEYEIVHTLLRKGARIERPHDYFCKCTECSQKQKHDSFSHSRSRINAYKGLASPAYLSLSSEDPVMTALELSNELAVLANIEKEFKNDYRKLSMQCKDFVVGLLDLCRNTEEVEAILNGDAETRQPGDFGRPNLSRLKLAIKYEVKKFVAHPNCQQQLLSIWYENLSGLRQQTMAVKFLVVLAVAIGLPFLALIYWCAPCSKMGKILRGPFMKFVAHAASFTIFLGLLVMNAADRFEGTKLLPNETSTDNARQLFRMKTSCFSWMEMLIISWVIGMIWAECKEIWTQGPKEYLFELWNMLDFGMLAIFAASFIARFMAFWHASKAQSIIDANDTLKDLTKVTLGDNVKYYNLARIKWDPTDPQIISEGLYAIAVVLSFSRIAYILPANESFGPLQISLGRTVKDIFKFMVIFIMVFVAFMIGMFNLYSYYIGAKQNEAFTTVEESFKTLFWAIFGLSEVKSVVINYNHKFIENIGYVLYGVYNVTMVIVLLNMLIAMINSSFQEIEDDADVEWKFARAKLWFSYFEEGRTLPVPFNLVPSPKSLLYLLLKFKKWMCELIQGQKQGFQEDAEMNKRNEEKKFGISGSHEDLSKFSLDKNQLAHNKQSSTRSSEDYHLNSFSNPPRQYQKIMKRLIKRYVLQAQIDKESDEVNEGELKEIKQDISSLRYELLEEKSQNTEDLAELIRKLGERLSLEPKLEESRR
# TRPC4 potent – TRPC4 (mouse) allosteric potentiation; AID 2227; 0.42% of 310,000 active; B-score at 10 µM; Q9QUQ5; HEK293 TRPC4beta/mu-opioid, DAMGO EC20, Fluo-4 Ca2+ flux; hits give high values;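 active = B-score of calcium response area above 5 SD of library B-scores, with initial fluorescence ratio within 5 SD of library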;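 also: B-score of integrated fluorescence ratio over time as area under calcium response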
# TRPC6 inh – mouse TRPC6 channel inhibition | HEK293-TRPC6, membrane potential dye, ACh-evoked depolarization; hits give low values | B-score at 10 µM | 1.1% of 310,000 active | AID 2553;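 active = B-score under library mean minus 3 SD, initial fluorescence not abnormally high, positive integrated signal ratio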;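 also: B-score derived from integrated fluorescence ratio over the kinetic read; more negative B-score means stronger inhibition of depolarization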
# MrgX1 antag – human MrgX1 receptor antagonism, primary screen; Q96LB2; AID 588676; MRGX1-HEK293 calcium flux, Fluo-4, BAM8-22 antagonism; hits give low values; B-score at 10 µM; 1.3% of 310,000 active;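 active = calcium-response B-score plate-corrected more than 3 library SD below zero, starting fluorescence within 5 deviations, no agonist response on first addition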;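 also: peak minus trough fluorescence over baseline after final BAM8-22 challenge near maximal dose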
# HIF activator – HIF pathway transcriptional activation. AID 1910. activation, % at 7.5 µM (by protocol). U2OS HRE-luciferase reporter, luminescence; normalized: DMSO 0%, desferrioxamine 100%. 0.32% of 300,000 active;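 active = mean activation of at least 10% of the iron chelator positive control signal, with at least half of replicates also reaching 10%; inconclusive = mean and replicate majority disagree about reaching 10%; inactive = mean and most replicates under 10%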
# TRPC4 block – TRPC4 (mouse) channel inhibition; Q9QUQ5; HEK293 TRPC4beta/mu-opioid, DAMGO-evoked Fluo4 calcium flux; hits give low values; B-score at 10 µM; 0.39% of 300,000 active; AID 2247;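 active = B-score over 3 SD under the library average, no early fluorescence shift, positive overall ratio signal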
#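 System: stable TRPC4beta/mu-opioid receptor HEK293 cells; Dosing: single-point compound dosing; Measured by: Fluo4 Ca2+ flux fluorescence; Read-out basis: per-well B score of integrated baseline-normalized Fluo4 ratio.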
# aSyn UTR inh – 5' untranslated region of α-synuclein, MLPCN primary screen; AID 1813; alpha-synuclein 5'UTR reporter, inhibitor activity; 0.82% of 300,000 active; inhibition, % (tested at 7.5 µM); in the data active = inhibition above about 60%; inconclusive = no clear call, values can overlap the other calls;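 also: H4 neuroglioblastoma cells stably carrying SNCA 5'UTR luciferase fusion; 0% = DMSO wells and 100% = positive control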
# TRPC4 act – activators of mouse TRPC4 channel; Q9QUQ5; B-score at 10 µM; AID 2237; HEK293 TRPC4beta/mu-opioid, Fluo4 calcium fluorescence; hits give high values; 0.49% of 310,000 active;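 active = B-score above 5 SD of library B-scores, and initial fluorescence ratio not above library mean plus 5 SD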;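 also: positive B-score marks a calcium rise read as TRPC4 activation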
#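 System: HEK293 cells stably co-expressing mouse TRPC4beta and mu-opioid receptor; Schedule: Fluo4 dye loading 45 min at room temperature, 110 s recording; Detection: Fluo4 fluorescence, kinetic; Evaluation: B-scored integrated calcium fluorescence ratio; Controls: buffer (low) and maximal DAMGO (high).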
# KLF5 inhibitor – suppresses KLF5 promoter-driven expression | DLD-1 KLF5 promoter-luciferase reporter, luminescence | inhibition, % at 5 µM | 0.23% of 290,000 active;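 active = inhibition above a per-plate limit of that plate's mean compound inhibition plus 3 SD, cut at about 60% in these data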;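 also: 0% = DMSO wells and 100% = LY294002 at 200 µM; higher means less KLF5 promoter-driven luciferase light; inactives centre near -14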
# IEC-6 tox – kills IEC-6 intestinal cells in KLF5 counter-screen; IEC-6 cytotoxicity, luminescence viability; inhibition, % at 5 µM; 0.78% of 290,000 active; AID 1825; in the data active = inhibition above about 22%;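 also: 0% = plate median of test compound wells and 100% = cytotoxic reference compound wells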
# * = called active by the depositor; i = inactive; ? = inconclusive; · = no result given.
SMILES,SKKanGAS inh,TRPC6 activator,TRPC4 potent,TRPC6 inh,MrgX1 antag,HIF activator,TRPC4 block,aSyn UTR inh,TRPC4 act,KLF5 inhibitor,IEC-6 tox
CCS(=O)(=O)N1CCN(CC2CC3C=CC2C3)CC1 (stereo unspecified),7,i,i,i,i,0.0,i,-8,i,-7,1
CNc1nc(Nc2ccc(C)c(Cl)c2)c2cnn(C)c2n1,-2,i,i,i,i,-22,i,31,i,-35,-1
CCOC(=O)CNc1nc(OCC#N)nc(N2CCOCC2)n1,1,i,i,i,i,-1.4,i,18,i,-9,-1
Cc1cccc(C(=O)O/N=C(\N)c2ccc(Cl)cc2)c1,-3,i,i,i,i,?,i,-108,i,-117,-2
O=C(CN1CCN(S(=O)(=O)/C=C/c2ccccc2)CC1)Nc1ccc(N2CCOCC2)cc1,-3,i,i,i,i,-0.2,i,-14,i,-14,0
O=C(c1ccc(Cn2cc(Br)cn2)cc1)N1N=C(C(F)F)CC1(O)C(F)F (stereo unspecified),-5,i,i,i,i,0.1,i,28,i,6,-5
C=CCN(CC=C)C(=O)Cc1ccc(F)cc1,-6,i,i,i,i,0.5,i,19,i,-2,-3
CCCCCN(C(=O)CN(C)Cc1ccc(OC)cc1OC)c1c(N)n(CCCC)c(=O)[nH]c1=O,-4,i,i,i,i,-0.2,i,3,i,0,-10
COC(=O)c1c(C)nc(C)c(C(=O)OC)c1-c1ccc(OC)c(OC)c1,-4,i,i,i,i,0.2,i,1,i,9,7
Cc1ccccc1OCCC(=O)N1CCN(S(=O)(=O)c2ccc(F)cc2)CC1,-3,i,i,i,i,-0.2,i,11,i,-8,-2
O=C(Cc1cccc(C(F)(F)F)c1)Nc1ccc(S(=O)(=O)N2CCCC2)cc1,-4,i,i,i,i,-0.1,i,-6,i,·,·
Cc1cc(C)n(-c2ccc(NC(=O)C3CCCCN3C(=O)c3cc(C)oc3C)cc2)n1 (stereo unspecified),5,i,i,i,i,-0.4,i,-2,i,-9,-9
C=C(C)COc1ccc2c(C)c(CC(=O)N3C[C@H]4C[C@@H](C3)c3cccc(=O)n3C4)c(=O)oc2c1C,-1,i,i,i,i,-0.1,i,18,i,36,5
COc1ccc(NC(=O)CSc2nc3ccccc3c(=O)n2CCCC(=O)NCC2CCCO2)c(OC)c1 (stereo unspecified),-5,i,i,i,i,-0.4,i,24,i,-9,3
COc1ccc(CN2C(=O)C(=O)N(CC(N)=O)C2=O)cc1,4,i,i,i,i,0.2,i,19,i,-22,0
COc1ccc(N=C2C(=Nc3ccc(OC)cc3)N(c3ccc(N(C)C)cc3)C(=S)N2c2ccc(OC)cc2)cc1,3,i,i,i,i,1.0,i,99*,i,-25,1
CCOC(=O)c1c(C)c(C#N)c2c3ccccc3ccn12,-2,i,i,i,i,-0.1,i,-16,i,5,0
CO/N=C/C(c1ccc(Cl)nc1)S(=O)(=O)c1ccccc1 (stereo unspecified),0,i,i,i,i,-1.7,i,5,i,-14,-8
COc1cc(CN2CCc3ccccc3C2)ccc1O,1,i,i,i,i,1.5,i,-39,i,19,30*
Cc1cccc(-n2ccnc2SCC(=O)Nc2ccc3c(c2)OCCO3)c1,-10,i,i,i,i,0.3,i,-56,i,-28,-1
CC(C)(C)c1ccc(C(=O)N2CCC(C(=O)NCC3CCCO3)CC2)cc1 (stereo unspecified),4,i,i,i,i,0.5,i,-20,i,-61,-3
Cc1cc2ncn(C(=O)c3c(-c4ccccc4Cl)noc3C)c2cc1C,0,i,i,i,i,1.1,i,17,i,23,5
CCSc1cc(N2CCCC2)nc(-c2cccc(C)c2)n1,-15,i,i,i,i,-0.3,i,1,i,-3,4
Cc1cc([N+](=O)[O-])nn1CC(=O)NNC(=S)Nc1ccc(F)cc1,2,i,i,i,i,-0.2,i,-11,i,-12,-2
COc1ccc(CCNc2nc(C)cc(=O)[nH]2)cc1OC,0,i,i,i,i,-0.1,i,21,i,-30,1
CCOc1ccc(S(=O)(=O)NCCOC)cc1C,3,i,i,i,i,0.1,i,-12,i,-13,-2
Cc1ccc(Nc2ncnc3ccccc23)cc1,2,i,i,i,i,2.5,i,-114,i,-91,10
O=C(/C(=N/O)n1cncn1)c1ccccc1Cl,5,i,i,i,i,0.0,i,-9,i,5,-1
O=C1CCCN1CCC1CCN(C2CC(=O)N(Cc3ccc(N4CCCC4=O)cc3)C2=O)CC1 (stereo unspecified),-9,i,i,i,i,-0.2,i,19,i,-10,4
CCCCCCNC(=O)N[C@@H](C(=O)NCCC[C@H]1CN2C(=NC[C@@H]2Cc2ccccc2)N1CCc1cccc(OC)c1)C(C)C,3,i,i,i,i,-1.7,i,-21,i,·,·
Cc1cccc(C)c1NC(=O)c1sc(N)nc1-c1ccccc1,8,i,i,i,i,-0.6,i,1,i,14,-4
CC(C)C(NC(=O)C1CCC(C(C)(C)C)CC1)C(=O)NCCc1ccc(S(N)(=O)=O)cc1 (stereo unspecified),7,i,i,i,i,-1.7,i,18,i,-5,-1
Cc1cccc(-n2nnc(C(=O)NCc3ccccc3)c2N)c1,6,i,i,i,-8.4*,0.6,i,-25,i,-41,2
Cc1ccc2c(c1)c1c(n2CC(O)CN2CCCCCC2)CCCC1 (stereo unspecified),3,i,i,i,i,-2.4,i,-4,i,-31,-1
CCOc1ccc(NC(=O)C2CCC(CNc3c(N4CCOCC4)c(=O)c3=O)CC2)cc1 (stereo unspecified),-2,i,i,i,i,-0.3,i,-3,i,-17,-3
COC(=O)CSc1nc(NC(C)C)nc(N2CCOCC2)n1,2,i,i,i,i,-0.3,i,17,i,-6,-1

# Some of the entries above, reformatted:
SMILES: CC(C)C(NC(=O)C1CCC(C(C)(C)C)CC1)C(=O)NCCc1ccc(S(N)(=O)=O)cc1 (stereo unspecified)
  SKKanGAS inh: 7
  TRPC6 activator: i
  TRPC4 potent: i
  TRPC6 inh: i
  MrgX1 antag: i
  HIF activator: -1.7
  TRPC4 block: i
  aSyn UTR inh: 18
  TRPC4 act: i
  KLF5 inhibitor: -5
  IEC-6 tox: -1

SMILES: Cc1cccc(-n2nnc(C(=O)NCc3ccccc3)c2N)c1
  SKKanGAS inh: 6
  TRPC6 activator: i
  TRPC4 potent: i
  TRPC6 inh: i
  MrgX1 antag: -8.4*
  HIF activator: 0.6
  TRPC4 block: i
  aSyn UTR inh: -25
  TRPC4 act: i
  KLF5 inhibitor: -41
  IEC-6 tox: 2

SMILES: Cc1ccc2c(c1)c1c(n2CC(O)CN2CCCCCC2)CCCC1 (stereo unspecified)
  SKKanGAS inh: 3
  TRPC6 activator: i
  TRPC4 potent: i
  TRPC6 inh: i
  MrgX1 antag: i
  HIF activator: -2.4
  TRPC4 block: i
  aSyn UTR inh: -4
  TRPC4 act: i
  KLF5 inhibitor: -31
  IEC-6 tox: -1

SMILES: CCOc1ccc(NC(=O)C2CCC(CNc3c(N4CCOCC4)c(=O)c3=O)CC2)cc1 (stereo unspecified)
  SKKanGAS inh: -2
  TRPC6 activator: i
  TRPC4 potent: i
  TRPC6 inh: i
  MrgX1 antag: i
  HIF activator: -0.3
  TRPC4 block: i
  aSyn UTR inh: -3
  TRPC4 act: i
  KLF5 inhibitor: -17
  IEC-6 tox: -3

# The listing continues:
SMILES,SKKanGAS inh,TRPC6 activator,TRPC4 potent,TRPC6 inh,MrgX1 antag,HIF activator,TRPC4 block,aSyn UTR inh,TRPC4 act,KLF5 inhibitor,IEC-6 tox
COc1ccc(CCC(=O)NCc2cn3ccc(C)cc3n2)cc1,-3,i,i,i,i,0.1,i,5,i,-10,0
CC1=CCC2C(=O)N(Cc3ccccc3)C(=O)C2C1 (stereo unspecified),-1,i,i,i,i,-0.2,i,17,i,-7,4
O=C(COC(=O)C1CCN(c2ccc(C(F)(F)F)cn2)CC1)c1ccc(Cl)cc1,9,i,i,i,i,-1.2,i,2,i,·,·
Cc1ccccc1/C=N/Nc1ncnc2nc[nH]c12,2,i,i,i,i,1.9,i,-71,i,-82,10
CCOC(=O)N1CCC(NC(=O)c2ccc(CS(=O)c3cccc(Cl)c3)o2)CC1 (stereo unspecified),1,i,i,i,i,0.0,i,10,i,-16,3
COCCNC(=O)CCSc1nc(-c2ccc(OC)cc2)cc(C(F)(F)F)n1,-7,i,i,-5.6*,i,0.1,i,45,i,-8,3
COc1ccc(OC)c2sc(Cl)nc12,3,i,i,i,i,0.5,i,-34,i,-12,-5
O=C(Cc1ccc(Cl)cc1)Nc1ccc(NC(=O)c2ccccc2)cc1,11,i,i,i,i,-0.1,i,14,i,1,-5
CSc1ccc(S(=O)(=O)N2CCCC2)cc1,7,i,i,i,i,-0.7,i,-7,i,5,0
CN(C)c1cccc(N(C)C)c1CNC(=O)C(C)(C)C,2,i,i,i,i,-0.7,i,14,i,-1,-1
O=C1CSc2ccc(S(=O)(=O)N3CCN(c4ccccc4)CC3)cc2N1,-5,i,i,i,i,-0.2,i,-8,i,9,-7
O=C(Nc1ccccc1)c1ccc(-c2ccccc2)s1,-4,i,i,i,i,4.5,i,-215,i,-16,9
Cc1ccc(NC(=O)CN(CCc2ccccc2)S(C)(=O)=O)cc1,6,i,i,i,i,0.8,i,14,i,-35,-9
Cc1c(C)n(C)c2ccc(C(=O)NCCCN3CCN(C)CC3)cc12,-10,i,i,i,i,-0.1,i,19,i,-17,-5
O=C(CSc1nc(=O)n2ccccc2n1)Nc1ccc2c(c1)OCCO2,35,i,i,i,i,0.1,i,-24,i,·,·
COc1ccc(NC(=O)c2cc(C)no2)cc1OC,0,i,i,i,i,1.4,i,-4,i,-23,2
CCC(=O)Nc1ccc(C(=O)NCc2ccccn2)cc1,2,i,i,i,i,0.5,i,6,i,-35,-7
CC(=O)Nc1ccc(C)cc1NC(C)=O,-1,i,i,i,i,-0.5,i,6,i,-16,-2
CCOC(=O)c1nc2ccccc2nc1C,0,i,i,i,i,0.1,i,-1,i,4,-12
CCOC(=O)N1CCC(N(CCCOC)C(=O)Nc2cccc(OC)c2)CC1,-4,i,i,i,i,1.8,i,-23,i,-9,-1
COC(=O)c1cccc(NC(=O)Nc2ccccc2OC)c1,3,i,i,i,i,0.3,i,-65,i,-83,-2
COC(=O)C1=C(NC(=O)c2ccc(C)cc2)CCS1,-1,i,i,i,i,0.8,i,-53,i,-34,-1
Cc1ccc(O)c(CC(C)C)n1,-4,i,i,i,i,-0.1,i,25,i,-28,0
CCC(C)(C)NC(=O)C(c1ccncc1)N(Cc1cccs1)C(=O)Cn1nnc2ccccc21 (stereo unspecified),2,i,i,i,i,-0.3,i,-12,i,-4,2
O=c1[nH]c(-c2cccnc2)nc2sc(-c3ccccc3)cc12,2,i,i,i,i,4.3,i,-119,i,-6,4

# Screening results from PubChem BioAssay.
